Screens: PubChem, Sanford-Burnham Center for Chemical Genomics
tim10-1 inh – tim10-1 yeast growth inhibition. S. cerevisiae tim10-1 ts strain growth, BacTiter-Glo, 24 h. inhibition, % at 20 µM. 330,000 tested, 2.2% active. AID 463190;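 active = inhibition of at least 40%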;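 also: mutant grown at 25 °C; 0% = DMSO wells with yeast and 100% = wells holding no yeast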
TIM10 inh – TIM10 yeast growth inhibition. inhibition, % at 10 µM. S. cerevisiae TIM10 strain growth, BacTiter-Glo luminescence, 24 h. 330,000 tested, 1.4% active;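 active = inhibition of 40% or more at the single tested concentration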;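 also: wild-type TIM10 isogenic control strain grown at permissive 25 °C; 0% = DMSO yeast wells and 100% = minimal medium wells without yeast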
hIAP activ – human IAP activation. purified human IAP, CDP-Star luminescence, 30 min; active compounds read high; 1 = vehicle-only enzyme, 0 = enzyme-free background. activation factor at 10 µM. 330,000 tested, 0.16% active. AID 2524;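 active = activation factor of the enzyme at least 2-fold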; also: the source names both 10 and 20 µM as test concentration; values of inactives mirror those of a sister screen read the other way
Target sequence (P09923 whole entry, looked up): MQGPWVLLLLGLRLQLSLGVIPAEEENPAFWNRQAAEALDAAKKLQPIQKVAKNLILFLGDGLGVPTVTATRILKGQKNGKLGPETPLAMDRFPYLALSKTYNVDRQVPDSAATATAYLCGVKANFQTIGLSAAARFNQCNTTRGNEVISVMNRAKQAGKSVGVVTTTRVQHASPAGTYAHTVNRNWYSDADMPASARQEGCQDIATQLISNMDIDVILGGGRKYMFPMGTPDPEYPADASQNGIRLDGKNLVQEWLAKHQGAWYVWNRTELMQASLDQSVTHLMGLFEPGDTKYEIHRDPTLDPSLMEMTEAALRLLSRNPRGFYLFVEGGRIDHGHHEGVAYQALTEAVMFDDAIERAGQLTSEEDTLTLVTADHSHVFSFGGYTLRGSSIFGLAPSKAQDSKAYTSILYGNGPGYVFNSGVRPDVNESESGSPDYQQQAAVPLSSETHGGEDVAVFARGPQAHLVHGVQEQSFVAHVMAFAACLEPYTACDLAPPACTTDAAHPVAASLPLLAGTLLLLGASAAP
mIAP inh – blocks mouse intestinal alkaline phosphatase. purified mouse IAP, CDP-Star luminescence, 30 min. inhibition, % at 10 µM. 330,000 tested, 0.2% active. AID 2806;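 active = inhibition of at least 40% at 10 µM in the primary screen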;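 also: plate controls were DMSO with enzyme for no effect and no enzyme wells for full effect; values of inactives mirror those of a sister screen read the other way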
ATG4B inh – ATG4B (human) cysteine protease inhibition; ATG4B cleavage of LC3-PLA2, NBD-HPC fluorescence, 1 h; 340,000 tested, 0.51% active; inhibition, % at 8.33 µM; Q9Y4P1; in the data active = inhibition above about 40%
Target sequence (Q9Y4P1 whole entry, looked up): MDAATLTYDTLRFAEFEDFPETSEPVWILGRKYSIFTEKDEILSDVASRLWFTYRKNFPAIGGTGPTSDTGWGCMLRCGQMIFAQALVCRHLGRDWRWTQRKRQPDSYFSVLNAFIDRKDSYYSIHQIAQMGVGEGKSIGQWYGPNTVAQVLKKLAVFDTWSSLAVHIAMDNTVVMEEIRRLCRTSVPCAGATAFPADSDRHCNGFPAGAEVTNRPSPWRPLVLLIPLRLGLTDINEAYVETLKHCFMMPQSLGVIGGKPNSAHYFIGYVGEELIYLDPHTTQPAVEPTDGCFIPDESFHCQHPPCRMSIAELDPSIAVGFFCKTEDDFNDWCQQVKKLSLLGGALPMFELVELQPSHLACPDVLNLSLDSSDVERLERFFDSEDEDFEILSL
mIAP act – mouse IAP activation. muIAP, CDP-Star luminescence, 30 min; active compounds read high; 1 = vehicle-only enzyme signal, 0 = enzyme-free wells. activation factor at 10 µM. 330,000 tested, 0.24% active. AID 2805;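 active = activation factor of at least 2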; also: the source names both 10 and 20 µM as test concentration; values of inactives mirror those of a sister screen read the other way
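also added = chemiluminescent substrate CDP-Star | test system = mouse IAP enzyme | signal = chemiluminescence readout | compound = DMSO-dissolved test compounds | incubation = 30 min at room temperature | benchmarks = DMSO wells, no-enzyme wells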
hIAP inh – human IAP inhibition. P09923. purified IAP, CDP-Star luminescence, 30 min. inhibition, % at 10 µM. 330,000 tested, 0.12% active;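 active = inhibition reaching a set limit with compound at 10 µM in the primary screen, cut at about 35% in these data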;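 also: plate controls were DMSO wells with enzyme for no effect and no-enzyme buffer wells for full effect; values of inactives mirror those of a sister screen read the other way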
Apaf-1 inh – blocks human Apaf-1 apoptosome activity; O14727; 330,000 tested, 0.71% active; inhibition, % at 20 µM; AID 489030; reconstituted apoptosome caspase-3 activity, DEVD-Rh110 fluorescence; active = inhibition of at least 40% at 20 µM;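 also: plate controls were DMSO wells for no effect and DEVD-CHO caspase inhibitor wells for full effect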
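System: reconstituted apoptosome with Apaf-1, cytochrome c, caspase-9, procaspase-3, dATP; Signal: Rh110 fluorescence intensity; Schedule: 30 min compound preincubation, 50 min activation, room temperature; Reagent: cytochrome c trigger plus (Z-DEVD)2-Rh110 caspase-3 substrate.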
NALP3 yeast inh – NALP3 inhibition in yeast | Yeast reconstituted NLRP3/ASC/caspase-1, beta-gal luminescence, 24 h | inhibition, % at 10 µM | 330,000 tested, 0.39% active;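 active = inhibition of 50% or more; inactive = inhibition below 50%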;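 also: plate controls were induced DMSO wells for no effect and uninduced yeast grown without galactose for full effect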
Active calls of the source: *; . = not tested or not shown.

structure,tim10-1 inh,TIM10 inh,hIAP activ,mIAP inh,ATG4B inh,mIAP act,hIAP inh,Apaf-1 inh,NALP3 yeast inh
O=C(CN1C(=O)/C(=C/c2cccc(Cl)c2)SC1=S)NC1C=CS(=O)(=O)C1 (centres undefined),8,18,0.94,18,0,0.82,6,20,14
CCN1C(=O)[C@H]2[C@H]3CN=C(SCc4ccc(C)cc4)N3[C@@](CC)(C(=O)OC)[C@H]2C1=O,14,-20,.,-10,1,1.1,.,10,.
COc1ccc(NC(=O)N(Cc2cccnc2)Cc2ccccc2Cl)c(OC)c1,17,2,0.97,8,-8,0.92,3,5,15
COC(=O)c1cc2ccsc2n1CC(=O)N1CCCc2ccccc21,16,18,0.9,-2,0,1,10,-19,12
CCOC(=O)C1CCCN(CCC(=O)Nc2cc(C)ccc2C)C1 (centres undefined),10,9,1.2,1,4,0.99,-18,-6,21
Cc1[nH]c2ccccc2c1SCC(=O)N1CCCc2ccccc21,32,30,0.86,-1,-6,1,14,8,16
N#Cc1c(-c2ccccc2)ccn(Cc2ccccc2Cl)c1=O,6,16,0.86,4,17,0.96,14,-11,19
Cc1ccc(C(=O)Oc2cc(N)n(S(=O)(=O)c3ccc(C)cc3)n2)cc1,38,14,1.1,3,6,0.97,-5,2,5
CCOc1cc(CNc2ccc(OC)cc2)cc(Br)c1OCC(=O)NC(C)(C)C,5,15,0.84,19,-5,0.81,16,20,17
CC(=O)Nc1ccc(NC(=O)CSc2nnc(-c3ccc(NS(C)(=O)=O)cc3)n2C)cc1C,7,-2,1,1,-1,0.99,-3,-11,18
COc1ccc(CNC(=O)CN2C(=O)COc3ccc(S(=O)(=O)N4CCC(C)CC4)cc32)cc1,3,5,1.2,-4,-8,1,-16,-8,7
COc1ccc(C(=O)Nc2ccccc2C(=O)Nc2cccnc2)cc1,35,-5,1,6,-2,0.94,-2,4,-12
Cc1ccc([N+](=O)[O-])cc1S(=O)(=O)Nc1cccc(-c2ccc(N3CCOCC3)nn2)c1,6,24,1.1,-4,0,1,-5,12,8
O=C(NCc1ccco1)c1ccc([N+](=O)[O-])o1,42*,-7,1.1,-4,-2,1,-10,6,12
O=C(Nc1cccn2ncnc12)c1ccc(Cl)cc1Cl,26,-6,1.1,-5,-3,1,-13,1,17
Cc1ccnc(SC2CC(=O)N(c3ccc([N+](=O)[O-])cc3)C2=O)n1 (centres undefined),23,18,1.1,3,6,0.97,-11,-6,25
CCOc1ccccc1OCC(=O)Nc1c(C)n(C)n(-c2ccccc2)c1=O,-9,5,0.98,13,2,0.87,2,-5,11
CC(/C=C/C=C/c1ccccc1)=N/NC(=O)C(O)c1ccccc1 (centres undefined),4,18,1.4,7,2,0.93,-41,-13,-2
COc1ccc(NC(=O)c2cc(S(=O)(=O)N3CCc4ccccc43)cn2C)c(OC)c1,1,8,0.95,-6,-9,1.1,5,4,14
CCc1ccccc1NC(=O)CN(c1ccc(OC)cc1OC)S(=O)(=O)c1ccccc1,15,11,1.2,2,8,0.98,-19,5,16
Cc1ccc(CNS(=O)(=O)c2ccc3c(c2)NC(=O)CO3)cc1,22,6,1,-12,4,1.1,0,19,15
Cc1noc(/C=C/c2cccs2)c1S(=O)(=O)N1CCC(C(=O)NCCCN2CCCC(C)C2)CC1 (centres undefined),5,-1,0.95,7,-8,0.93,5,14,17
COc1ccc(C(C(=O)NC(C)(C)C)N(Cc2cccnc2)C(=O)CCC(=O)Nc2cc(C)on2)cc1 (centres undefined),-13,9,1.2,12,4,0.88,-19,-4,12
COc1ccc([N+](=O)[O-])cc1NC(=O)C(C)Sc1nc(-c2ccccc2)cs1 (centres undefined),17,6,0.79,10,-10,0.9,21,3,22
Cc1cc(NC(=O)CCC(=O)N(CC(=O)NC2CCCC2)Cc2ccc3c(c2)OCO3)no1,14,8,1,-1,-3,1,-2,-13,27
CN(C)S(=O)(=O)c1ccc(N2CCCC2)c(C(=O)N2CCN(S(=O)(=O)c3ccc(F)cc3)CC2)c1,20,3,1.2,-2,0,1,-16,16,12
COc1ccc(C(=O)Nc2cc([N+](=O)[O-])ccc2N2CCN(C)CC2)cc1,-2,-7,1,7,-5,0.93,-2,-10,8
O=C(COc1ccccc1F)Nc1cc(S(=O)(=O)Nc2cccc(Cl)c2)ccc1O,-12,7,0.84,-4,-10,1,16,0,14
CC(C)CC(NC(=O)c1cccc(Cl)c1)C(=O)O (centres undefined),-7,8,0.96,12,0,0.88,4,-2,8
O=C(Nc1ccccc1)NC1CC2CCC(C1)N2Cc1nnnn1Cc1ccc2c(c1)OCO2 (centres undefined),2,7,1.2,-149,-6,2.5*,-17,6,13
CCCCCCN1C=C/C(=C\C=C(C#N)C#N)c2ccccc21,49*,37,0.88,31,0,0.69,12,17,14
COC(=O)c1ccc(NC(=O)CSc2nn3c(=O)c(C)nnc3s2)cc1,-3,3,1,3,1,0.97,-2,1,21
Cc1ccc(S(=O)(=O)N2CCCN(S(=O)(=O)c3ccc4c(c3)OCCO4)CC2)cc1,37,26,0.92,10,-8,0.9,8,6,4
CC(C)(C)C(=O)Nc1ccc(-c2cc3cc(Cl)ccc3o2)cc1,3,10,1,8,1,0.92,-4,-24,16
COc1ccc(C(CNC(=O)c2cccc(S(=O)(=O)Nc3cccc(C)c3)c2)N2CCOCC2)cc1 (centres undefined),4,6,1.2,-2,2,1,-21,16,12
CCCC1CCC(=C(C#N)C(N)=O)CC1 (centres undefined),27,-11,0.91,-2,-5,1,9,2,-2
Cc1ccc(NCc2n[nH]c(=S)n2-c2ccccc2)cc1,23,14,1.1,10,4,0.9,-10,2,-1
COc1ccc(/C=N/NC(=O)CNC(=O)/C=C/c2ccccc2OC)cc1,21,-2,1.1,-4,-12,1,-7,2,17
Cc1ccc2c(c1)N(S(=O)(=O)c1cc(-c3onc(C)c3C)ccc1C)CCO2,30,1,1.2,-3,-8,1,-16,19,1
CCOC(=O)C1Cc2ccccc2CN1 (centres undefined),0,-3,1.3,0,-4,1,-26,12,-1
O=C1CN(C(=O)COC(=O)c2ccc(Br)o2)c2ccccc2N1,6,4,1,2,-6,0.98,0,-7,12
O=C(CNS(=O)(=O)c1ccc(Br)cc1)NCc1cccnc1,-13,-7,1,4,2,0.96,0,-6,8
CCc1ccc(N2C(=O)C3C4CCC(C4=C(C)C)C3C2=O)cc1 (centres undefined),29,33,0.82,2,9,0.98,18,-16,18
CCCC(=O)Nc1nc2ccc(OCC)cc2s1,42*,20,1,-9,-7,1.1,-3,13,-7
CC(=O)c1nc(N2C(=O)CC(Cc3ccc(C)cc3)C2=O)sc1C (centres undefined),26,-9,1.2,-14,-9,1.1,-17,0,3
O=C(CCCc1nc2ccccc2s1)NC(c1ccccc1)c1ccccc1,5,18,0.93,-24,-6,1.2,7,-9,-12
CC(C)C1C(C#N)=C(N)Oc2n[nH]c(-c3cccs3)c21 (centres undefined),25,15,0.85,5,-11,0.95,14,8,15
Cc1ccn2c(-c3n[nH]c(=S)n3C)c(C)nc2c1,-1,-6,0.97,9,-5,0.91,3,-1,7
Cc1ccc(S(=O)(=O)N2CCN(c3ccccc3)CC2)cc1C(N)=O,-10,3,1.1,-1,-1,1,-7,-9,0
OCCC1CN(Cc2ccsc2)CCN1C1CCCC1 (centres undefined),-1,-2,1,1,0,0.99,-2,-7,9
COc1ccc(C(=O)NCCC2=CCCCC2)cc1OC1CCN(C(C)C)CC1,-13,-3,1.2,-3,4,1,-23,5,-3
COc1ccccc1NC(=O)c1ccc2c(c1)nnn2C,-1,-5,0.98,0,-6,1,2,3,29
CN(C)/C=C/C(=O)c1ccc(S(=O)c2ccccc2)cc1 (centres undefined),-12,0,1.1,8,0,0.92,-12,-4,10
S=C(Nc1ccc(Cl)cc1)c1nc2ccccc2s1,7,-9,1.1,10,2,0.9,-15,-1,8
O=C(c1ccc(-n2cnnn2)cc1)N1CCOCC1,5,-6,1,-5,-3,1.1,-1,0,-21
C/C(=N/NC(=O)CC(=O)N/N=C(\C)c1ccc([N+](=O)[O-])cc1)c1ccc([N+](=O)[O-])cc1,7,1,0.9,40,3,0.6,10,0,10
CC(=O)NC(Cc1ccccc1C)C(=O)NC1CCN(c2nnnn2-c2ccccc2)CC1 (centres undefined),14,4,1.2,-6,1,1.1,-17,1,9
COc1cc(OC)c(C(=O)N2CCN(c3ccccn3)CC2)cc1OC,7,-3,0.96,-15,5,1.2,4,-5,12
Cc1nc(NC(=O)C23CCC(C)(C(=O)O2)C3(C)C)sc1C (centres undefined),20,4,0.99,6,-3,0.94,1,-9,-11
COc1ccc(N(CC(=O)NCCSCc2ccccc2C)S(=O)(=O)c2ccccc2)cc1,23,9,0.71,-5,-2,1.1,29,26,-6

The list goes on:
structure,tim10-1 inh,TIM10 inh,hIAP activ,mIAP inh,ATG4B inh,mIAP act,hIAP inh,Apaf-1 inh,NALP3 yeast inh
O=C(c1ccc(C(F)(F)F)cc1)C1CCCN(C(=O)CN2CCCC2=O)C1 (centres undefined),10,-3,0.93,10,-2,0.9,7,9,5
Cc1cccc(-c2nc3ccccc3c(=O)n2NC(=O)c2cccs2)c1,3,7,0.84,7,8,0.93,16,3,5
NS(=O)(=O)c1ccccc1NC(=O)c1c(O)c2ccccc2[nH]c1=O,4,0,1,-3,-4,1,-2,2,18
Cn1cc(/C=C2\SC(=S)N(N3CCOCC3)C2=O)c2ccccc21,-11,-15,1.3,18,1,0.82,-30,-4,29
CCOc1cc(/C=C2\COc3ccccc3C2=O)cc(Br)c1OCC(=O)N(C)C,10,2,0.89,13,-6,0.87,11,21,42
CC(=O)c1cccc(NC(=O)c2ccoc2C)c1,-2,4,0.9,-6,1,1.1,10,-2,3
COC(=O)[C@@H](NC(=O)N1CCC(Cc2ccccc2)CC1)C(C)C,5,0,1,-3,-9,1,-2,2,22
O=C(CNS(=O)(=O)c1ccccc1)Nc1ccc2c(c1)OCO2,-17,-5,0.87,-1,-2,1,13,3,5
COc1ccc(N(C)S(=O)(=O)c2cccc(C(=O)OC(C(=O)Nc3cc(C)cc(C)c3)c3ccccc3)c2)cc1 (centres undefined),4,7,1,6,4,0.94,-1,1,15
Cc1ccc(Cl)c(OCC(=O)Nc2sc(C)c(C)c2C#N)c1,8,-3,1.1,-8,6,1.1,-8,-20,-4
Cc1ccc(N(CC(=O)NCc2ccccn2)S(=O)(=O)c2ccccc2)cc1Cl,18,3,1.2,6,-1,0.94,-18,5,7

Four of the compounds above, with two lines to a compound.
Results follow in this order: tim10-1 inh | TIM10 inh | hIAP activ | mIAP inh | ATG4B inh | mIAP act | hIAP inh | Apaf-1 inh | NALP3 yeast inh
NS(=O)(=O)c1ccccc1NC(=O)c1c(O)c2ccccc2[nH]c1=O
    4 | 0 | 1 | -3 | -4 | 1 | -2 | 2 | 18
O=C(CNS(=O)(=O)c1ccccc1)Nc1ccc2c(c1)OCO2
    -17 | -5 | 0.87 | -1 | -2 | 1 | 13 | 3 | 5
O=C(c1ccc(C(F)(F)F)cc1)C1CCCN(C(=O)CN2CCCC2=O)C1 (centres undefined)
    10 | -3 | 0.93 | 10 | -2 | 0.9 | 7 | 9 | 5
Cc1ccc(N(CC(=O)NCc2ccccn2)S(=O)(=O)c2ccccc2)cc1Cl
    18 | 3 | 1.2 | 6 | -1 | 0.94 | -18 | 5 | 7
